GalR3 antagonist: blocks the human galanin receptor 3; O60755; HEK293 GalR3-CNG cAMP membrane potential fluorescence; galR3 body fused to GalR1 C-terminus; inhibition, % at 3 µM; 360,000 tested, 0.44% active;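 active = inhibition above the screen-wide average plus 3 SD, cut at about 13% in these data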;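 note: forskolin and galanin both at EC90 stimulate the cells; cAMP rise reported by CNG channel membrane potential dye signal; 0% = forskolin plus galanin with DMSO and 100% = forskolin alone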
Target sequence (O60755 1-299 limits assumed): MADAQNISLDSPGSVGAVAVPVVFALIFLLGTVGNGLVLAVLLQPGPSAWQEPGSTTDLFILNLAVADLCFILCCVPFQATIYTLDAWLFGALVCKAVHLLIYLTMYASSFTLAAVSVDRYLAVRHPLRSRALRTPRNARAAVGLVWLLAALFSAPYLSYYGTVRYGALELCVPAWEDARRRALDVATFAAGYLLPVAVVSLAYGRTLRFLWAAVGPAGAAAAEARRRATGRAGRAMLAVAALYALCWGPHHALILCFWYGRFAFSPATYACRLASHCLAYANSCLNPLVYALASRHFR
* hit, by the source's call. A portion of the library. The share of hits here may be higher or lower than overall.

SMILES	GalR3 antagonist
COCCN(C(=O)CSc1nnc(-c2ccncc2)n1C)c1c(N)n(CC(C)C)c(=O)[nH]c1=O	1
COC1=NC(=C(c2ccccc2)c2ccccc2)OC1=O	2
CCCCCCCCN1C(=O)[C@H](CC(=O)N2CCN(C(=O)C3CC3)CC2)C[C@@]2(C(=O)OC)CC(C)(C)CC=C12	-8
CCC(c1nc2ccccc2[nH]1)N(C(=O)C1=NNC(=O)CC1)c1ccccc1 (stereo unspecified)	-6
NC(CSC(c1ccccc1)(c1ccccc1)c1ccc(-c2ccccc2)cc1)C(=O)O (stereo unspecified)	-6
C[C@H](CO)N1C[C@H](C)[C@@H](CN(C)CC2CCOCC2)Oc2ncc(Br)cc2C1=O	-1
COc1ccc([C@H]2C[C@@H](n3cc(COC(=O)c4ccccc4)nn3)[C@H](O)CN2CC2CCCCC2)cc1	-2
CCCCCCCCCCCCCCCC(=O)Nc1ccn(C2OC(CO)C(O)C2O)c(=O)n1 (stereo unspecified)	-4
CC(CO)NS(=O)(=O)c1cccc(Cl)c1F (stereo unspecified)	-7
Cc1ccc(S(=O)(=O)NCC(=O)OC(C)C(=O)NC2CCCCC2C)cc1C (stereo unspecified)	-7
O=C(CC(C(=O)c1ccccc1)c1ccccc1)c1ccccc1 (stereo unspecified)	-5
CCOC(=O)c1c(C)[nH]c(C(=O)COC(=O)[C@H](C)N2C(=O)C3CCCCC3C2=O)c1C (stereo partly specified)	-6
COc1ccc(C(C)(O)c2nc(-c3cncnc3)cs2)cc1 (stereo unspecified)	-6
Nc1c(Cl)ncnc1Nc1ccc(C(=O)O)cc1	-8
CC1CCCCC1NC(=O)Cn1cnc2sccc2c1=O (stereo unspecified)	-5
CC(C)CN1CCC(CN2C(=S)NC[C@@H]2Cc2ccccc2)CC1	-3
COc1cc(Br)cc(C(=O)N2CCc3ccccc32)c1OC	-3
Cc1ncc(NS(=O)(=O)c2ccc(N)cc2)nc1C	-7
O=C(NC1CC1)c1ccc(NC(=O)C2CCC2)cc1	-6
CCOC(=O)c1cc(-c2ccc(N3C(c4ccsc4)=Cc4ccccc4C3CC(C)=O)cc2)cc([N+](=O)[O-])c1 (stereo unspecified)	-4
C[C@@H]1CN([C@@H](C)CO)C(=O)CCCn2nncc2CO[C@@H]1CN(C)C(=O)CCC(F)(F)F	-7
O=c1[nH][nH]c2c1[C@H](c1ccc(F)cc1)O[C@H](C1CCCCC1)C2	-3
CN(Cc1ccccc1)C(=O)CCN1C(=O)c2cccc([N+](=O)[O-])c2C1=O	-5
CC(C)CC(=O)Nc1ccc(C(=O)COC(=O)CN2C(=O)NC3(CCCCC3C)C2=O)cc1 (stereo unspecified)	-2
Cc1cccn2c(=O)c3cc(C(=O)NCc4ccccc4)c(=N)n(CCCN4CCOCC4)c3nc12	-4

The closing two entries of the section above open the next one.
SMILES	GalR3 antagonist
CC(C)CC(=O)Nc1ccc(C(=O)COC(=O)CN2C(=O)NC3(CCCCC3C)C2=O)cc1 (stereo unspecified)	-2
Cc1cccn2c(=O)c3cc(C(=O)NCc4ccccc4)c(=N)n(CCCN4CCOCC4)c3nc12	-4
CC(=O)NCCNc1nc(NCc2cccs2)nc2ccsc12	-4
CC(C)Cc1ccc(CN2C(C)C(=O)N(Cc3cn(Cc4ccco4)nn3)CCS2(=O)=O)cc1 (stereo unspecified)	3
CC(O)(c1ccc(F)c(F)c1)c1nc(-c2ccc(F)c(Cl)c2)cs1 (stereo unspecified)	-3
CN(N=Cc1ccccc1)C(=S)Nc1ccccc1	0
COc1ccc(C)cc1NC(=O)C1CC(=O)N(CCc2ccc(F)cc2)C1 (stereo unspecified)	-4
O=S1(=O)CCN(C2CCCC2)CC1	-7
CC1CCN(C(=O)COC(=O)c2ccc3c(c2)C(=O)N(Cc2ccco2)C3=O)CC1	-1
CC1(C(=O)OCC(=O)Nc2cc(S(=O)(=O)N3CCOCC3)ccc2Cl)CC1(Cl)Cl (stereo unspecified)	-3
COc1ccc(C(C(=O)Nc2ccc(F)cc2)N2CCN(C(=O)c3ccco3)CC2)cc1 (stereo unspecified)	-7
O=C(c1ccco1)N1CCN(C2CN(Cc3ccc([N+](=O)[O-])cc3)S(=O)(=O)C2)CC1 (stereo unspecified)	-1
CC(C)(C)c1ccc(S(=O)(=O)NC(=O)C2(C)CCN2C(=O)CC2CC2)cc1 (stereo unspecified)	-8
Nc1c(Cl)cc(N=Nc2ccccc2)cc1Cl	-3
S=C1NC[C@H](Cc2ccccc2)N1CC1CCN(CCCC2CCCCC2)CC1	-10
CC(C)(C)S(=O)N1Cc2cc(C(=O)N3CCc4ccccc4C3)nc(-c3cccc(-c4ccncc4)c3)c2[C@H]1CCO (stereo partly specified)	-4
CC=Cc1cc(OC)c2c(c1)C(C)C(c1ccc(O)c(OC)c1)O2 (stereo unspecified)	-6
COC(=O)c1c(NC(=O)COC(=O)CNC(=O)c2cccc(OC(F)F)c2)sc(C)c1C	-6
COc1cccc(C(NC(C)=O)c2nc(-c3ccc4c(c3)OCO4)cs2)c1 (stereo unspecified)	1
Cc1nc2ccccc2nc1CC(O)(c1ccccc1)c1ccccc1	-5
O=C(CCNS(=O)(=O)c1ccc(OC(F)(F)F)cc1)Nc1cccc(S(=O)(=O)N2CCCC2)c1	-6
COCCCN1C(=O)C(CC(=O)NCc2cccs2)CC(C(=O)N(C)C)=C1C (stereo unspecified)	-6
N#Cc1ccc(C(=O)OCC(=O)NC(=O)NCc2ccccc2)cc1	-4
O=[N+]([O-])c1ccc(S(=O)(=O)NN=C2CCCCC2)cc1	-7
CCc1nc2c(OCCn3cccc3)cccn2c1N(C)C(=O)c1cccs1	-3
COCCCn1cc(CN(C)C2CN(Cc3cn(CCCOC)nn3)S(=O)(=O)C2)nn1 (stereo unspecified)	-2
CC(C)(C)OC(=O)N1CCCC(C(=O)Nc2cccc(C(=O)NCCc3ccccc3)c2)C1 (stereo unspecified)	-3

Rewritten comma-delimited: part of the list above.
Compound,GalR3 antagonist
COc1ccc(C)cc1NC(=O)C1CC(=O)N(CCc2ccc(F)cc2)C1 (stereo unspecified),-4
O=S1(=O)CCN(C2CCCC2)CC1,-7
CC1CCN(C(=O)COC(=O)c2ccc3c(c2)C(=O)N(Cc2ccco2)C3=O)CC1,-1

Two records picked at random from those above:
SMILES	GalR3 antagonist
CC1CCN(C(=O)COC(=O)c2ccc3c(c2)C(=O)N(Cc2ccco2)C3=O)CC1	-1
COc1ccc(C(C(=O)Nc2ccc(F)cc2)N2CCN(C(=O)c3ccco3)CC2)cc1 (stereo unspecified)	-7

The listing continues:
SMILES	GalR3 antagonist
CCCCNC(=O)c1nc(C2CCN(S(=O)(=O)c3c(OC)cccc3OC)CC2)oc1-c1ccccc1	-1
O=C(NCc1ccccc1)[C@@H]1CCCN1C(=O)[C@H]1CCCN1C(=O)c1ccc(F)cc1	5
CCCC(=O)N1CCC1(C)C(=O)NS(=O)(=O)c1ccc(OC)cc1 (stereo unspecified)	-2
C#CCN(C[C@H]1[C@H](OC(=O)Nc2cccs2)[C@H](OC(=O)Nc2cccs2)CN(C(=O)OC(C)C)N1C(=O)OC(C)C)S(=O)(=O)c1ccc(C)cc1	-4
O=C(NCCCCc1ccccc1)c1cccc(NC(=O)C2CC2)c1	0
CC(C)(C)CNC(=O)c1cc2c(Br)ccc(Br)c2nc1N	-5
C#CCOCCOCCOCCNc1nc(N2CCN(C(=O)Cn3cc(CC(C)O)nn3)CC2)nc(N2CCN(C(=O)[C@H]([C@@H](C)O)n3cc(CCCCN)nn3)CC2)n1 (stereo partly specified)	3
COCOCCn1cc(CN2CCS(=O)(=O)N(Cc3ccc(-c4ccc(OC)c(OC)c4)cc3)C(C)C2=O)nn1 (stereo unspecified)	5
CC1(C(=O)NS(=O)(=O)c2ccccc2)CCN1C(=O)Cc1cc(F)ccc1F (stereo unspecified)	-4
Cc1c([N+](=O)[O-])oc2c1C(=O)NCCC2	-1
CCOC(=O)[C@]12CCCC=C1N(Cc1cccc3ccccc13)C(=O)[C@H](CC(=O)N1CCN(C(=O)c3ccco3)CC1)C2	-6
CC(C)n1c(=O)c2ccccc2n1Cc1cn(-c2ccc(Cl)cc2)nn1	-3
CC1(Cc2ccc(Cl)cc2)C(=O)Nc2ccc(-c3cccnc3)cc21 (stereo unspecified)	-7
CCCC(=O)N1CCC1(C)C(=O)NCc1ccc(SC)cc1 (stereo unspecified)	-5
CCCCN(C)C(=O)c1sc(=O)n(Cc2ccccc2C#N)c1C	2
CCOC(=O)[C@]12CCC=C1N(Cc1cccc3ccccc13)C(=O)[C@H](CC(=O)NCCC(C)C)C2	-7
CC(O)(c1ccc(F)c(F)c1)c1nc(-c2ccc(Cl)cc2)cs1 (stereo unspecified)	-7
CCN(CC)S(=O)(=O)c1cc(NC(=O)c2ccccc2OCc2c(C)noc2C)ccc1C	-5
Cc1nc2ccc(C(=O)NCCCn3ccnc3)cn2c1N(C)CC1CCCCC1	-6
O=C(Nc1nnc([C@H]2C[C@H](O)[C@@H](CO)O2)s1)c1cccc(Oc2ccccc2)c1	-3
C[C@H](CO)N1C[C@H](C)[C@H](CN(C)S(=O)(=O)c2ccccc2C#N)OCc2cnnn2CCCC1=O	0
NC(=O)C1=C(N=C2CCCCC2)CCCC1	-7
O=C(c1ccccc1)N1CCN(c2ccccc2)CC1	-6
Cc1ccc2nc(CN(C)C(=O)[C@@H](Cc3ccccc3)NC(=O)[C@H]3O[C@@H](n4ccc(=O)[nH]c4=O)[C@H](O)[C@@H]3O)[nH]c2c1	-7
CCOC(=O)[C@]12CCC=C1N(Cc1ccc3c(c1)OCO3)C(=O)[C@H](CC(=O)NCc1ccc(C)o1)C2	-4
Additional structures.
SMILES	GalR3 antagonist
Cn1c2c(c(=O)n(C)c1=O)CN(Cc1ccccc1)CN2	-7
CCC(=O)Nc1ccc2c(c1)OC[C@@H](C)N(Cc1ccccc1F)C[C@@H](C)[C@@H](OC)CN(C)C2=O	0
COc1cc(C=NN2CCCCC2)cc(OC)c1OC	-2
COc1ccc(-c2[nH]nc3nc(N4CCN(C(=O)c5ccoc5)CC4)cc(C(F)(F)F)c23)cc1	-8
CCCc1nc2c3ccccc3ccn2c1Cc1ccccc1C(F)(F)F	-8
O=C1CCC[C@@H]2C[C@@]3(C[C@@H]4CCN1[C@H]24)Nc1cc(Cl)ccc1NC3=NCc1ccccc1	-10
O=S(=O)(Cc1nnnn1-c1ccc(Br)cc1)c1ccccc1	1
Nn1c(SCC(=O)NCC2CCCO2)nnc1-c1cc(Cl)ccc1Cl (stereo unspecified)	-5
O=[N+]([O-])c1cccc(COc2cccc(CO)c2)c1	-3
COc1ccc(C=C2CCC3C(=O)CCCC3(C)C2=O)cc1 (stereo unspecified)	-1
CC(=O)OCCn1c([N+](=O)[O-])cnc1C=[N+]([O-])C1CCCCC1	-2
O=[N+]([O-])c1ccc2c(c1)-c1ccccc1C2O (stereo unspecified)	-6
CCN(CC)c1ccc(C(=O)NNC(=O)C2CCN(c3ncnc4sc(C)c(C)c34)CC2)cc1	-6
CN(Cc1ccccc1)C(=O)c1csc(COCCO)n1	-7
CCCCn1c(N)c(N(CC(C)C)C(=O)c2cc(-c3ccc(OC)cc3)nc3ccccc23)c(=O)[nH]c1=O	-4
CCC(C)c1ccc(S(=O)(=O)N2CCN(CC(O)COCC3CCCO3)CC2)cc1 (stereo unspecified)	1
Cc1noc(C)c1NC(=O)N(C)C[C@@H]1OCc2cnnn2CCCC(=O)N([C@@H](C)CO)C[C@@H]1C	-7
Cc1cc(Nc2cccc(Br)c2)cc(=O)n1-c1cccc(Br)c1	-9
CC(Sc1nnc(-c2ccccc2F)o1)C(=O)Nc1ccc(N2CCOCC2)cc1 (stereo unspecified)	-5
COc1ccc(C(CNC(=O)CN2C(=O)NC(C)(c3ccc4ccccc4c3)C2=O)N2CCCC2)cc1 (stereo unspecified)	-7
CC12C=CC(C)(C3C(=O)NC(=O)C31)C1C3C(=O)NC(=O)C3C12 (stereo unspecified)	-6
O=C(Nc1c(-c2ccccc2)[nH][nH]c1=O)c1ccccc1	-8
COc1cccc(C(C(=O)NCc2ccccc2)N2CCN(c3cccc(C)c3C)CC2)c1OC (stereo unspecified)	-10
CC(COc1ccccc1)OC(=O)Nc1ccccc1 (stereo unspecified)	-6
O=C(CCN1CCN(Cc2ccccc2)CC1)NNC(=O)c1ccc(Cl)c(Cl)c1	-6
Continued:
SMILES	GalR3 antagonist
C[C@@H]1CN([C@H](C)CO)S(=O)(=O)c2ccc(Br)cc2O[C@H]1CN(C)S(C)(=O)=O	-2
CC(C)(C)NC(=O)CN(C(=O)CCC(=O)Nc1nccs1)c1ccccc1F	-4
O[C@@H]1CN(Cc2cccs2)[C@@H](c2ccc(Cl)cc2)C[C@H]1n1cc(-c2ccc(F)cc2)nn1	-8
COc1cc(CN(CC(C)C)S(=O)(=O)c2ccccc2Br)cc(OC)c1	-6
O=C(C=C(O)c1ccc(Cl)cc1)C(=O)NNC(=O)C(O)(c1ccccc1)c1ccccc1	-3
C=C1CC2(OC1=O)c1ccccc1CCc1ccccc12	-9
CN(C)CCN1CCN(C2CN(Cc3ccc(F)cc3)S(=O)(=O)C2)CC1 (stereo unspecified)	-5
COc1ccc2c(CN3CCCC3)cc(=O)oc2c1	-4
CC(C)C[C@@H](CNCC(=O)[C@H](CC(=O)O)NC(=O)c1[nH]cnc1C(=O)N[C@H](CN)CC(C)C)NC(=O)c1nc[nH]c1C(=O)N[C@@H](C)C(=O)O	-5
COc1cccc(C(=O)N2CCC[C@H]2C(=O)N2CCC[C@H]2C(=O)N(C)Cc2ccccc2)c1	-6
O=C(O)CCC1C(=O)NC(=O)CC1c1ccccc1 (stereo unspecified)	-4

Some of the entries so far, bar-delimited:
SMILES | GalR3 antagonist
O=C(C=C(O)c1ccc(Cl)cc1)C(=O)NNC(=O)C(O)(c1ccccc1)c1ccccc1 | -3
C=C1CC2(OC1=O)c1ccccc1CCc1ccccc12 | -9
CN(C)CCN1CCN(C2CN(Cc3ccc(F)cc3)S(=O)(=O)C2)CC1 (stereo unspecified) | -5
